AmpC detergent: blocks E. coli AmpC beta-lactamase in detergent assay | AID 485294 | actives 0.041% (n = 370,000) | AmpC hydrolysis of nitrocefin, absorbance 480 nm, 0.01% Triton | P00811 | Potency, µM (highest dose often 114 µM), inactives show top-dose activity change, negative = inhibition, usual class: inhibitors;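 further: potency means the concentration at half of the fitted maximal effect; 0% = no-compound wells and -100% = no-enzyme wells; nearly all actives have a fitted effect of over 25% in size; some results filed as inactive show a strong effect at the top dose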
Target sequence (P00811 whole entry, looked up): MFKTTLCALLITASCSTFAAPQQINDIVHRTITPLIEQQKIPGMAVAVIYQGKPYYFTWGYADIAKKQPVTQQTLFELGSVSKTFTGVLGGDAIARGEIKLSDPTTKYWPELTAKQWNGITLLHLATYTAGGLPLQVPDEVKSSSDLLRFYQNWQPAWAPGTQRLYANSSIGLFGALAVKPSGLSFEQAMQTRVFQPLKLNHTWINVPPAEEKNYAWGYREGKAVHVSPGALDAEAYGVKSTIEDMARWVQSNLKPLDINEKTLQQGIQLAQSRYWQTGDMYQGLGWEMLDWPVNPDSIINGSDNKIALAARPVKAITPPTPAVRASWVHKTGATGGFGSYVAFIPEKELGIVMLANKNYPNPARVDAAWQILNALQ
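20 mM phosphate pH 7.0 + 0.01% (detergent screen) or 0.0001% Triton X-100; 5.3 nM AmpC reagent; cpd preinc 15 min RT; nitrocefin (800 uM stock) to start; A480 q20 s × 4 min; Activity was normalised to no-enzyme and no-compound control wells.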
AMA1 RON2 block: disrupts binding of P. falciparum AMA1 to RON2. AlphaScreen AMA1-biotinylated RON2 peptide binding. Potency, µM (highest dose often 58.2 µM), inactives show at the top dose activity change, negative = inhibition, actives largely listed as inhibitors. actives 0.2% (n = 360,000). AID 720542;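 further: potency means the concentration at half of the fitted maximal effect; 0% = vehicle wells and -100% = peptide control; nearly all actives have a fitted effect of over 45% in size; some results filed as inactive show a strong effect at the top dose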
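AMA1 (3D7) with his tag at 25 nM final met compounds first, then biotinylated RON2 peptide at 25 nM; detection used donor plus acceptor beads, 10 µg/mL apiece, read by AlphaScreen after 30 min at room temperature.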
HCMV inh: human cytomegalovirus inhibition. HFF cells, HCMV-luciferase reporter, 72 h; active compounds read low. activity change, negative = inhibition, % at 57.5 µM. actives 4.5% (n = 410,000). AID 1259415; in the data active means activity change below about -60%; inconclusive means no clear call, values can overlap the other calls; inactive means above about -39%; further: on the % scale 0 is the no-effect control and ±100 the full control effect
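Screen run at 2 compound doses on HFFs infected with reporter HCMV, MOI 1 PFU/cell. Luciferase activity from cell lysates at 72 h post infection gave inhibition relative to buffer-only and Salinomycin wells.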
FBPA Giardia inh: blocks Giardia fructose-bisphosphate aldolase activity. Potency, µM (top dose mostly 59.6 µM), inactives show at the highest dose activity, negative = inhibition, most hits filed as inhibitors. actives 0.71% (n = 290,000). purified Giardia FBPA. A8B2U2; further: potency means the concentration at half of the fitted maximal effect; on the % scale 0 is the no-effect control and ±100 the full control effect; nearly all actives have a fitted effect of over 55% in size
Target sequence (A8B2U2 whole entry, looked up): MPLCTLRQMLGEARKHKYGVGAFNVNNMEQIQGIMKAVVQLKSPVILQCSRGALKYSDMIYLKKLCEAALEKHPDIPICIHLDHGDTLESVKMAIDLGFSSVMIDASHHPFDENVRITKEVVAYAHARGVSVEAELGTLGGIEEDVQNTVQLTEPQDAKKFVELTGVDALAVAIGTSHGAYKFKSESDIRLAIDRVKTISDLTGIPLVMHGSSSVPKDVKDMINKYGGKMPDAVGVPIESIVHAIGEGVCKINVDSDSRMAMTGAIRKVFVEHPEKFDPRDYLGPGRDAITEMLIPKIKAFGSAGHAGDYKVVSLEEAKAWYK
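Giardia FBPA (40 nM reagent) was preincubated 10 min at RT with compound (up to 57.5 uM final), then substrate plus GAPDH/TPI/NAD/arsenate coupling system with diaphorase/resazurin was added; resorufin fluorescence (525/598 nm) was read after 20 min.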
AmpC no deterg: blocks E. coli AmpC beta-lactamase in detergent-free assay; actives 0.52% (n = 330,000); P00811; Potency, µM (doses to about 57.1 µM), for the others: at the top dose activity change, negative = inhibition, most hits filed as inhibitors; AmpC nitrocefin hydrolysis, absorbance 480 nm, 0.0001% Triton;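 further: potency means the concentration at half of the fitted maximal effect; plate controls were no compound for no effect and no enzyme for full effect; nearly all actives have a fitted effect of over 20% in size; some results filed as inactive show a strong effect at the top dose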
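AmpC (5.3 nM in the dispensed reagent) in 20 mM phosphate pH 7.0 with 0.01% (detergent screen) or 0.0001% Triton X-100 was preincubated with compounds for 15 min at room temperature. Nitrocefin was then added from an 800 uM solution, and hydrolysis was followed at 480 nm.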
Shiga toxin inh: blocks Shiga toxin action in Vero cells; Vero cells, Shiga toxin protein synthesis inhibition reporter; inhibition, % at 38.7 µM; actives 9.2% (n = 290,000); AID 2315; in the data active means inhibition mostly above about 28%, no sharp cut-off; inactive means mostly below about 43%; further: 0% is about no effect
Cycloheximide cs: affects cycloheximide protein synthesis inhibition readout, counter-screen; actives 12% (n = 300,000); max response, %; cell reporter, cycloheximide protein synthesis inhibition counterscreen; in the data active means max response mostly above about 13%, no sharp cut-off; inactive means mostly below about 14%; further: read at 38.3 µM for the half of the compounds with a filed dose; 0% is about no effect
Starred values were filed as active, the others as inactive; ? = inconclusive; / = not tested or not shown; & = joins results of further samples; [ ] = another dose, or the depositor's remark. Unless noted, the call rests on the fitted dose curve; in most records, active means well fitted curve in the direction sought with a large enough effect; inconclusive means small, poorly fitted or top-dose-only effect, or another doubt; inactive means no such curve, though single readings can be large; an effect the other way counts as inactive or inconclusive.

molecule,AmpC detergent,AMA1 RON2 block,HCMV inh,FBPA Giardia inh,AmpC no deterg,Shiga toxin inh,Cycloheximide cs
COc1cccc(-c2c(C(=O)N/N=C/c3ccncc3)nnn2-c2nonc2N)c1,?,-9%,21,13%,22%,-1,-5
CCCCn1nc(C(=O)Nc2cc(C(F)(F)F)ccc2N2CCOCC2)ccc1=O,7%,-10%,-8,/,237%[activator],/,/
Cn1cnc([N+](=O)[O-])c1Cl,-9%,-15%,12,2%,-8%,2,-3
O=C(C1=NN(c2ccccc2)C2C(=O)N(c3cccc(Cl)c3)C(=O)C12)c1ccccc1 (stereo not given),-4%,32%[activator],46,-4%,-34%,-8,-7
Cc1ccc(S(=O)(=O)NCCCC(=O)O)cc1,-4%,-9%,-39,5%,-14%,1,-3
Cc1ccccc1CSc1nnc(-c2ccco2)n1Cc1ccco1,-4%,-16%,-9,-2%,2%,15,-2
Cc1ccc(/C=C(\C#N)C(=O)NC(C)c2ccccc2)o1 (stereo not given),?,7%,-11,3%,-16%,-9,4
COc1cc(NS(=O)(=O)c2ccc(NC(C)=O)cc2)ncn1,1%,6%,32,-1%,-25%,2,-2
O=C(O)c1cccn2c(=O)c3ccccc3nc12,-6%,-15%,32,-6%,-23%,-11,-4
C#CC[N+](C)(C)CC#Cc1ccc(C)cc1,-1%,22%,-90*,0%,0%,-4,-1
CCN(CC)C(=O)Cn1cc(S(=O)(=O)CC(=O)NC2CCCCC2)c2ccccc21,-6%,6%,-19,3%,12%,-29,-6
Cc1cc(C)c(OCC(=O)Nc2cccc(NC(=O)c3ccco3)c2)c(Br)c1,-9%,-30%,-76*,-6%,-27%,-8,-1
O=C(Cc1c(F)cccc1Cl)NCCN1CCOCC1,1%,8%,8,0%,-8%,-1,8
CC(NC(=O)CN(C)CC(=O)Nc1ccc(Cl)cc1)c1ccc(F)cc1 (stereo not given),/,12%,-2,/,54%,/,/
CCCNC(=O)c1nnsc1S(=O)(=O)c1ccc(Cl)cc1,-9%,1%,-99*,-1%,-35%,30,27*
COc1ccc(S(=O)(=O)N2CCN(C(=O)c3ccco3)CC2)cc1C(C)(C)C,-8%,4%,-26,3%,103%[activator],/,-3
Cc1ccc(NC(=O)COC(=O)C(NS(=O)(=O)c2ccc(Cl)cc2)C(C)O)cc1C (stereo not given),0%,5%,-27,1%,80%[activator],2,3
CC(C)N(C(=O)COC(=O)c1cccc(C(=O)OCC(=O)N(C(C)C)C(C)C)n1)C(C)C,-3%,50%[activator],?,0%,11%,-9,1
CCCc1noc2c1/C(=N\O)CC(CC(C)SCC)C2 (stereo not given),-10%,-5%,-27,6%,-21%,19*,33*
CC(C)(C)NC(=O)NC(=O)COC(=O)c1ccc(OC(F)(F)F)cc1,7%,10%,9,0%,4%,7,10
COc1ccc(OC)c(NC(=O)c2[nH]c(C)c(C(C)=O)c2C)c1,?,-7%,239,-8%,69%,29,11
O=C(NCCN1CCOCC1)C1CCC(=O)N1Cc1ccccc1Cl (stereo not given),?,2%,8,1%,-12%,-4,-3
CCOC(=O)C1=C(N)Oc2cc(C)[nH]c(=O)c2C1c1ccncc1 (stereo not given),-5%,-6%,-4,0%,-11%,16,14
Cc1ccc(S(=O)(=O)N2CCOCC2)cc1C(=O)NCCN1C(=O)S/C(=C\c2ccccc2Cl)C1=O,-15%,-4%,-34,-1%,169%[activator],16,-3
COc1ccc(S(=O)(=O)N(C)C(C)CCc2ccco2)cc1 (stereo not given),-7%,0%,-25,-9%,-39%,18,-2
N/C(=N\OC(=O)c1ccc(Br)cc1)c1ccccc1,1%,24%,51,-1%,-16%,144*,66*
CC1CN(S(=O)(=O)c2ccccc2)CC(C)O1 (stereo not given),?,0%,11,1%,-13%,26,-5
CCC(=O)Nc1ccc(Cl)c(NC(=S)NC(=O)COc2ccccc2)c1,?,32%[activator],-32,-8%,-57%,-2,10
Cc1cccc(N2CCN(C(=O)C3CCC(=O)N(C4CC4)C3)CC2)c1C (stereo not given),-6%,-9%,0,1%,32%,8,9
CCOc1ccc(N=C(/C(C(=O)C(=O)N2CCOCC2)=C(/O)c2ccccc2)c2ccccc2)cc1,-5%,21%,30,-25%,-33%,62*,47*
c1ccc(Cc2nnc(N3CCOCC3)c3ccccc23)cc1,2%,3%,-30,2%,15%,-8,6
CC(=O)Nc1nnc(SCC(=O)Nc2ccc3c(c2)OCCO3)s1,2%,4%,8,/,-15%,-4,2
CCn1c(/C=C/c2ccccc2F)nc2ccccc2c1=O,0%,-10%,?,1%,20%,12,18*
CC(=O)c1ccc(C(=O)N2CCCC(CO)(Cc3ccccc3C)C2)s1 (stereo not given),-4%,4%,61,-1%,38%,-7,-3
Cc1ccc(/C=C/C(=O)OCC(=O)Nc2cccc(S(=O)(=O)N(C)C)c2)o1,?,5%[11.6 µM],-29,1%,-19%,17,14*
CCCCNC(=O)O[C@H]1C[C@@H]2CCN3C(=O)CCC[C@H]([C@H]1Cc1ccccc1)[C@H]23,-14%,-1%,-28,1%,61%[activator],7,-1
S=C(NCc1ccco1)Nc1ccc(N2CCOCC2)cc1,-10%,26%,17,-27%,-13%,17,20*
CCCCN(CC)c1nc(N)c2c(N)nc(OCC)cc2c1C#N,2%,42%[activator],?,?,-19%,-10,-3
O=C(O)CC1(CC(=O)Nc2cc(F)ccc2Cl)CCCCC1,9%,-1%,?,0%,-23%,-4,0
c1cc2cn[nH]c2cc1NC1CCCCCC1,-7%,-1%,49,?,-26%,-4,7

Part of the list above, with two lines to a compound.
Every second line gives: AmpC detergent | AMA1 RON2 block | HCMV inh | FBPA Giardia inh | AmpC no deterg | Shiga toxin inh | Cycloheximide cs
- CCOc1ccc(N=C(/C(C(=O)C(=O)N2CCOCC2)=C(/O)c2ccccc2)c2ccccc2)cc1
→ -5% | 21% | 30 | -25% | -33% | 62* | 47*
- c1ccc(Cc2nnc(N3CCOCC3)c3ccccc23)cc1
→ 2% | 3% | -30 | 2% | 15% | -8 | 6
- CC(=O)Nc1nnc(SCC(=O)Nc2ccc3c(c2)OCCO3)s1
→ 2% | 4% | 8 | / | -15% | -4 | 2
- CCn1c(/C=C/c2ccccc2F)nc2ccccc2c1=O
→ 0% | -10% | ? | 1% | 20% | 12 | 18*
- CC(=O)c1ccc(C(=O)N2CCCC(CO)(Cc3ccccc3C)C2)s1 (stereo not given)
→ -4% | 4% | 61 | -1% | 38% | -7 | -3
- Cc1ccc(/C=C/C(=O)OCC(=O)Nc2cccc(S(=O)(=O)N(C)C)c2)o1
→ ? | 5%[11.6 µM] | -29 | 1% | -19% | 17 | 14*
- CCCCNC(=O)O[C@H]1C[C@@H]2CCN3C(=O)CCC[C@H]([C@H]1Cc1ccccc1)[C@H]23
→ -14% | -1% | -28 | 1% | 61%[activator] | 7 | -1
- S=C(NCc1ccco1)Nc1ccc(N2CCOCC2)cc1
→ -10% | 26% | 17 | -27% | -13% | 17 | 20*
- CCCCN(CC)c1nc(N)c2c(N)nc(OCC)cc2c1C#N
→ 2% | 42%[activator] | ? | ? | -19% | -10 | -3
- O=C(O)CC1(CC(=O)Nc2cc(F)ccc2Cl)CCCCC1
→ 9% | -1% | ? | 0% | -23% | -4 | 0

Following part.
molecule,AmpC detergent,AMA1 RON2 block,HCMV inh,FBPA Giardia inh,AmpC no deterg,Shiga toxin inh,Cycloheximide cs
CC1(C)CC(=O)C(C(c2ccc(F)cc2)C2C(=O)CC(C)(C)CC2=O)C(=O)C1,-3%,-4%[2.32 µM],-27,0%,-10%,-4,-3
COc1ccc(CCNC(=O)C2CCN(C(=O)c3cccs3)CC2)cc1,1%,-8%,27,5%,-7%,-2,2
O=C(NCCS(=O)(=O)NCc1ccc(F)cc1)c1ccccc1,?,18%,-10,/,-15%,/,/
C=CCSc1nc(N)c(C(=O)Nc2ccccc2)cc1C#N,-6%,2%,9,4%,-35%,-15,-1
COc1ccc(C(=S)N2CCCC2)cc1Br,-11%,-1%,-26,15%,-5%,1,-5
COc1ccccc1N1CC(C(=O)NCCN2C(=O)S/C(=C\c3cccnc3)C2=O)CC1=O (stereo not given),4%,-2%,-10,/,12%,/,/
CCOc1ccc(C(=O)CCC(=O)N(CC)CC(=O)NCc2ccc(Cl)cc2)cc1,-6%,9%,-30,/,193%[activator],23,9
N#Cc1c(Cl)cccc1-n1ccnc1,6%,12%,42,-2%,-3%,-17,-3
Cc1noc(C)c1C(=O)NC1=NCCS1,3%,8%,/,-4%,-4%,19,5
CS(=O)(=O)C1=C(O)C(=O)N(CCCC(=O)O)C1c1ccccc1F (stereo not given),0%,2%,-1,6%,-16%,-7,5
N/C(=N\OC(=O)CCCOc1ccccc1)c1ccccc1,-2%,56%[activator],-25,4%,-22%,14,23*
COc1cc(C2NC(=O)C(C#N)=C(Nc3cccc(C)c3)S2)ccc1O (stereo not given),5%&-2%,13%,-10,14µM*,-28%&-53%,12&-12,-2&-2
OCCNc1ncnc2ccc(Br)cc12,4%,1%,-23,-6%,-7%,-18,-6
COc1ccc(CNC(=O)CCCN2C(=O)c3ccccc3C2=O)cc1,2%,-2%,-11,3%,-13%,-3,-1
CCCN1CCC(NC(=O)Nc2ccc(Br)cc2)CC1,2%,8%,-28,-18%,-15%,3,-2
CC1C(=O)CC(c2ccccc2)N(C)C1c1ccccc1 (stereo not given),?,21%,?,7%,2%,-3,-1
OCCC1CN(Cc2cccc(OC3CCCC3)c2)CCN1Cc1ccsc1 (stereo not given),9%,-26%,-26,2%,109%[activator],2,-1
CS(=O)(=O)Nc1ccc(S(=O)(=O)NCCc2ccccc2)cc1,3%,-3%,9,-1%,-9%,-10,-1
